# HEK293 tox = qHTS of GLP-1 Receptor Inverse Agonists: Cytotox Screen | HEK293 cAMP-luciferase reporter cells, luminescence, 24 h | Potency, µM (series often up to 38.3 µM), inactives show top-dose activity change, negative = inhibition, hits mostly inhibitors | 410,000 tested, 0.13% active;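 also: loss of luciferase light is scored as toxicity; potency is read from the fitted curve at half-maximal effect; % is scaled to controls: 0 for no effect and ±100 for the full control effect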
#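 Luminescence readout: signal drop marks cytotoxicity. Plated cells grew 12 h at 37 °C, 5% CO2, received 23 nL compound for 24 h, then got luciferase reagent, read after 12 min at RT.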
# PTHR1 ag = qHTS for PTHR1 Agonists: Primary Screen. 410,000 tested, 0.075% active. HEK293 GP2 PTHR1 cells, GloSensor cAMP luminescence, 1 h. Potency, µM (series often up to 115 µM), for inactives: at the top dose activation, actives largely listed as activators. Parathyroid hormone/parathyroid hormone-related peptide receptor (Homo sapiens), Q03431; also: potency is read from the fitted curve at half-maximal effect; nearly all actives have a fitted effect of over 55% in size; some results filed as inactive show a strong effect at the top dose; inactives centre near -15; many of its hits are not listed in these tables
# Target sequence (Q03431 whole entry, looked up): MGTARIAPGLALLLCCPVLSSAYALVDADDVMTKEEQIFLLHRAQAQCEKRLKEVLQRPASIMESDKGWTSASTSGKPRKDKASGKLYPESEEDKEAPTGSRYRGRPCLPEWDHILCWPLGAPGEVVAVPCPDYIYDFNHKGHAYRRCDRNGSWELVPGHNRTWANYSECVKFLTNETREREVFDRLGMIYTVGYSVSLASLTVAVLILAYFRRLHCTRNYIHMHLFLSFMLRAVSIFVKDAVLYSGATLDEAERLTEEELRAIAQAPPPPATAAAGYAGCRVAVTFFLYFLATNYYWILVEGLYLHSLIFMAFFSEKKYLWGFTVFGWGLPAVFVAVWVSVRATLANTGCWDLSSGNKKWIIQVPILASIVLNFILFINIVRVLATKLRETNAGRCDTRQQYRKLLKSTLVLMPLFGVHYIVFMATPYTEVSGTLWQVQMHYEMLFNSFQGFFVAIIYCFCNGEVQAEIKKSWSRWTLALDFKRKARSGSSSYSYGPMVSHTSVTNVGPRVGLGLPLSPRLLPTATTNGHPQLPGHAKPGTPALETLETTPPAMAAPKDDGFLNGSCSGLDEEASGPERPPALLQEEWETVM
#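 HEK-293-derived GP2 cells expressing PTHR1 and a GloSensor cAMP reporter, 3,000/well, plated overnight, given luciferin plus IBMX (each 0.5 mM as added) for 1 h at 37 °C, then compound for 1 h at 37 °C. Luminescence was read after 15 min at room temperature.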
# KB-V1 MDR tox = qHTS assay for MDR1-selective chemotherapeutics: Primary screen using the drug-selected MDR subline cells KB-V1. KB-V1 MDR cells viability, CellTiter-Glo, 72 h. Potency, µM (titrated, usually from 46.1 µM), inactives show at the highest dose activity change, negative = cytotoxicity, hits mostly cytotoxic. 400,000 tested, 3.4% active; also: potency is read from the fitted curve at half-maximal effect; % is scaled to controls: 0 for no effect and ±100 for the full control effect; nearly all actives have a fitted effect of over 60% in size
#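 Drug-selected KB-V1 cells, grown in DMEM lacking phenol red with 10% FBS, receive compound titrations; after three days at 37 degrees C, surviving cell ATP is quantified by CellTiter-Glo luminescence and responses normalized and curve-fitted.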
# aSyn rescue = qHTS of alpha-syn Inhibitors. Yeast expressing alpha-synuclein, growth rescue, BacTiter-Glo, 24 h. Potency, µM (series often up to 46.1 µM), without a hit: at the highest dose growth rescue (activation), usual class: activators. 370,000 tested, 0.14% active. AID 652106, 2013; also: potency is read from the fitted curve at half-maximal effect; % of control where 0% means no effect; nearly all actives have a fitted effect of over 65% in size
#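 Rescue of yeast growth: cells expressing toxic alpha-synuclein, induced in galactose at OD600 0.02, incubated with compound 24 h at 30 C. ATP luminescence quantified growth; inhibitors of toxicity appear as activators.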
# GLP-1R agonist = qHTS of GLP-1 Receptor Agonists. Potency, µM (titrated, usually from 45.6 µM), for the others: at the top dose activation, actives largely listed as activators. HEK293 GLP-1R CRE-luciferase, luminescence, 4-6 h; cells express a hypersensitive GLP-1R form. 380,000 tested, 0.007% active; also: potency is read from the fitted curve at half-maximal effect; % of control where 0% means no effect
# Target sequence (P43220 whole entry, looked up): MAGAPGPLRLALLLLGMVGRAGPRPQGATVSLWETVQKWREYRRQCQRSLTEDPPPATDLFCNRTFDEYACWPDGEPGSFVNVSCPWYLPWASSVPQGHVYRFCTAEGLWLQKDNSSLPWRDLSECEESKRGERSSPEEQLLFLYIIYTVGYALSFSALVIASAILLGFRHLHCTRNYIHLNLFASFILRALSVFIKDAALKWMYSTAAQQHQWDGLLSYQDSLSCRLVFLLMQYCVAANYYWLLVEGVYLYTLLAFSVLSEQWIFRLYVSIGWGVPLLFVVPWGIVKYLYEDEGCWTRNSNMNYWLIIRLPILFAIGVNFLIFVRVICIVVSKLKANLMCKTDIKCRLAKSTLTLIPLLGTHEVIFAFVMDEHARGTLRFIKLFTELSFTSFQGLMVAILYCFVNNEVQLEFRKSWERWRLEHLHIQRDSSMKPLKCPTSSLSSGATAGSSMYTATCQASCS
# TDP43 rescue = qHTS of TDP-43 Inhibitors. TDP-43 expressing yeast growth rescue, BacTiter-Glo, 24 h. Potency, µM (titrated, usually from 46.1 µM), without a hit: top-dose growth rescue (activation), most hits filed as activators. 410,000 tested, 1.8% active; also: potency is read from the fitted curve at half-maximal effect; % of control where 0% means no effect; nearly all actives have a fitted effect of over 50% in size
#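 In this qHTS, compounds that restore growth of yeast expressing TDP-43 appear as activators. Cells (OD600=0.02, galactose medium, raffinose-pregrown) are incubated with compound 24 hr at 30 deg C and growth is quantified by BacTiter-Glo.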
# DRD3 agonist = qHTS of D3 Dopamine Receptor Agonist: qHTS | D3R DiscoveRx beta-arrestin cells, luminescence, 90 min | max activation, % | 410,000 tested, 0.58% active | AID 652048, 2013; in the data active = max activation above about 30%; also: 0% is about no effect; mostly tested at two doses, the higher about 12 µM
#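 Cells at 1500/well, incubated overnight, then treated with pinned compounds (dopamine as control) for 90 min at 37 degrees C. DiscoveRx reagent added for 30 - 60 minutes at room temperature; luminescence read.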
# GLP-1R inv ag = qHTS of GLP-1 Receptor Inverse Agonists (Inhibition Mode); Potency, µM (doses to about 38.3 µM), for the others: top-dose activity change, negative = inhibition, hits mostly inhibitors; AID 624417, 2012; Glucagon-like peptide 1 receptor (Homo sapiens), P43220; 410,000 tested, 1.6% active; HEK293 GLP-1R CRE-luciferase, luminescence, 24 h; GLP-1R form is constitutively active; also: potency is read from the fitted curve at half-maximal effect; % is scaled to controls: 0 for no effect and ±100 for the full control effect; nearly all actives have a fitted effect of over 55% in size
#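 Inverse agonism was detected as reduced cAMP-driven luciferase luminescence after 24 h compound treatment. The cells were HEK293 clones expressing constitutively active human GLP-1R with the reporter. Reporter-only and GPR119 cell lines served as counterscreen controls.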
# D3 antag = qHTS of D3 Dopamine Receptor Antagonist: qHTS; D(3) dopamine receptor (Homo sapiens), P35462; 360,000 tested, 2.5% active; max response, negative = inhibition, %; AID 652054, 2013; D3R cells, DiscoveRx beta-arrestin luminescence, antagonist mode; stronger effect = lower value; in the data active = max response below about -50%; inconclusive = no clear call, values can overlap the other calls; also: % is scaled to controls: 0 for no effect and ±100 for the full control effect; mostly tested at two doses, the higher about 12 µM
#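 Cells expressing the human receptor were seeded at 1500 cells/well, incubated overnight at 37 degrees C in 5% CO2, then exposed to library compounds with dopamine controls for 90 minutes at 37 degrees C before luminescent detection.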
# An asterisk follows results filed as active; i = inactive; ? = inconclusive; . = no result given; & = joins results of further samples; [ ] = dose if it differs, or a comment. Unless noted, calls follow the shape of the dose curve; as a rule, active = well fitted curve in the direction sought with a large enough effect; inconclusive = small, poorly fitted or top-dose-only effect, or another doubt; inactive = no such curve, though single readings can be large; an effect the other way counts as inactive or inconclusive.
SMILES,HEK293 tox,PTHR1 ag,KB-V1 MDR tox,aSyn rescue,GLP-1R agonist,TDP43 rescue,DRD3 agonist,GLP-1R inv ag,D3 antag
NC(=O)CSCc1c(Cl)cccc1Cl,2%,-14%,27%,-6%,5%,-3%,-2,36%[activator],8
COc1ccc2cc3cc(C(=O)NCc4ccccn4)oc3nc2c1,-4%,-17%,?,2%,4%,3%,-2,52%[activator],15
O=C(CCC1CCCCC1)Nc1ccccc1-c1ccccc1,6%,i,?,-10%,0%,14µM*,-3,?,22
CCOc1ccc(CCNC(=O)COc2cccc(-n3cnnn3)c2)cc1OCC,0%,i,-29%,5%,3%,17%,9,42%[activator],31
O=S(=O)(Nc1ccc2c(c1)OCO2)c1ccc(F)c(F)c1,3%,-37%[inhibitor],0%,1%,6%,?,-4,?,-19
C[C@H](NC(=O)[C@@H]1CCCN1C(=O)[C@@H]1CCCN1C(=O)c1ccccc1)c1ccccc1,4%,i,0%,-5%,0%,20%,5,-4%,-14
Cc1cc(C)cc(NC(=O)CSc2ccc(-c3cccs3)nn2)c1,-2%&-3%,-43%&-17%[inhibitor],0%,-5%,16%,0%&7%,7&6,?,15
CS(=O)(=O)c1ccc(Cl)c(NC(=O)C2CCCCN2S(=O)(=O)c2ccccc2)c1 (stereo not given),1%,-1%,1%,-5%,-5%,-1%,-3,-19%,-13
CCc1cccc(C)c1NC(=O)c1cc(S(=O)(=O)NCc2ccccc2Cl)ccc1F,-6%,-50%[inhibitor],-1%,.,.,-9%,-23,?,.
O=C(CNC(=S)NC(=O)c1ccccc1)c1ccccc1,?,-65%[inhibitor],-5%,-8%,3%,22%,-1,-8%,-12
O=C(Cn1nnc2ccccc21)c1cccc([N+](=O)[O-])c1,6%,-17%,-29%,0%,1%,?,-5,17%,-23
O=C(COc1ccccc1)NC1CCCc2ccccc21 (stereo not given),15%,i,-6%,0%,3%,?,-13,?,25
O=C(COC(=O)C1CCN(C(=O)Nc2ccccc2)CC1)NCC(F)(F)F,7%,-25%,25%,-2%,0%,6%,0,7%,5
O=C(O)CCc1nnc2cnc3ccccc3n12,-3%,i,-4%,.,0%,7%,3,10%,.
Cc1nc(-c2ccccc2)sc1C(=O)CSc1ccc(Br)cc1,54%[activator],i,7%,7%,-2%,3%,2,?,?
O=C(NCC(F)(F)F)c1ccc(S(=O)(=O)Nc2ccccc2N2CCCC2)cc1,1%,-16%,-3%,0%,10%,-14%,1,?,-12
CCC1(C)Cc2c(sc3nc(SC)nc(NCCN(C)C)c23)CO1 (stereo not given),-7%,i,0%,.,6%,4%,0,0%,-21
COC(=O)Cc1ccc(NC(=S)NCCSc2ccc(Cl)cc2)cc1,?,-3%,-12%,-14%,12%,?,-9,?,-17
CC1(C)CC(N=C2C([N+](=O)[O-])=CC=C3C2=NC2(CCCCC2)N3O)CC(C)(C)N1,4%,-4%,0%,-6%,-4%,-13%,9,28%,-4
Cc1nn(C)c(C)c1CNC(=O)/C=C/c1ccccc1F,2%,-16%,18µM*,10%,0%,15%,7,18%,15
CCOC(=O)Nc1ccc(NC(=O)c2c(OC)cccc2OC)cc1,3%,i,?,0%,5%,-6%,-10,2%,-25
CC(C)c1ccc(NC(=O)C(c2ccccc2)N2CCN(C=O)CC2)cc1 (stereo not given),-23%,i,-12%,7%,8%,14%,1,?,3
CCN(CC)S(=O)(=O)c1cc(NS(=O)(=O)c2cccc(C(=O)O)c2)ccc1C,-3%,i,-15%,0%,5%,-16%[0.397 µM],18,30%,11
COc1ccccc1C(=O)c1c(C)c(CCC#N)n2ccccc12,-2%,-25%,-13%,10%,20%,-12%,6,8%,-13
COc1ccccc1OCC(=O)Nc1cc(Cl)ccc1N1CCCCC1,22%,i,15µM*,6%,-7%,?,3,?,2
COc1ccc(NC(=O)Cn2c(=O)n(-c3ccccc3)c(=O)c3sccc32)c(OC)c1,5%,12%,0%,-6%,-2%,5%,-2,13%,-15
CCn1c(N2CCN(C(=S)NCCc3ccccc3)CC2)nc2ccccc21,-7%,i,?,-19%,6%,-9%,-3,0%,?
O=C(CCC(=O)c1ccc(Oc2ccccc2)cc1)Nc1ccc(C(=O)O)cc1,-3%,-17%,12%,0%,-5%,?,-6,3%,0
CCOc1nc(C)ccc1-c1noc(-c2cccnc2)n1,-2%,-22%,?,0%,28%,?,0,59%[activator],-2
Cc1ccc(CNC(=O)c2ccc(N3CCCC3=O)cc2)cc1,1%,-2%[57.5 µM],-2%,2%,2%,-7%,3,0%,-24
CC(C)N(CCCNC(=O)C1CCN(C(=O)c2cc3sccc3n2C)CC1)Cc1ccccc1,?,11%,-8%,-1%,4%,4%,-5,?,-28
CCc1ccc(-c2nc(CN3CCCC(C(=O)O)C3)c(C)o2)cc1 (stereo not given),-22%,-7%,-8%,0%,7%,17%,-2,1%,-3
C/C(=N/NC(=O)C1CCCN1C(=O)c1ccc([N+](=O)[O-])cc1)c1ccc(Br)cc1 (stereo not given),-2%,-15%,-23%,1%,-3%,3%,4,?,17
COCCN(C(=O)c1csnn1)C(C(=O)NC1CCCCC1)c1ccccc1 (stereo not given),-6%,-19%,19%,3%,12%,-3%,2,10%,9
COc1cccc(N2CC(C)Cn3c2nc2c3c(=O)n(CCN3CCOCC3)c(=O)n2C)c1 (stereo not given),17%,-24%[57.5 µM],0%,-1%,-17%,-12%,-5,-3%,-64*
COc1ccc(-c2ncncc2-c2csc(C)n2)c(O)c1OC,2%,-9%[57.5 µM],-8%,0%,-7%,9%,2,0%,1
COc1ccc(C2/C(=C(/O)c3ccc(C)cc3)C(=O)C(=O)N2c2ccccn2)cc1 (stereo not given),3%,i,?,1%,-3%,-8%,7,13%,7
O=C(c1cccc(Br)c1)N1CCN(S(=O)(=O)N2CCCCC2)CC1,-8%,?,?,-2%,6%,11%,-2,-3%,-25
CS/C(Nc1cc(Cl)ccc1Cl)=C(/C#N)C(=O)c1ccco1,-5%,-32%[inhibitor],-22%,-20%,-4%,18%,-8,6.3µM*,-8
CC(C)OCCCNC(=O)C(NC(=O)c1ccc(Cl)cc1)C(C)C (stereo not given),-5%,-24%,?,-10%,4%,9%,1,4%,-3

# Single values from the results shown.
# CC(C)OCCCNC(=O)C(NC(=O)c1ccc(Cl)cc1)C(C)C (stereo not given) | GLP-1R inv ag = 4%
# COc1ccc(-c2ncncc2-c2csc(C)n2)c(O)c1OC | GLP-1R inv ag = 0%
# COc1cccc(N2CC(C)Cn3c2nc2c3c(=O)n(CCN3CCOCC3)c(=O)n2C)c1 (stereo not given) | D3 antag = -64*

# (listing goes on)
SMILES,HEK293 tox,PTHR1 ag,KB-V1 MDR tox,aSyn rescue,GLP-1R agonist,TDP43 rescue,DRD3 agonist,GLP-1R inv ag,D3 antag
CCc1cc(C(=O)OC)c(NC(=O)CC2NCCNC2=O)s1 (stereo not given),-1%,i,21%,1%,-10%,-13%,-5,1%,-25
COc1ccc(C(NC(=O)C2CCN(CCOc3ccc(Cl)cc3)CC2)c2cccs2)cc1 (stereo not given),3%,i,-1%,-6%,11%,13%,-18,?,-81*
Cc1cc(Nc2ccccc2)nc(N2CCN(C(=O)c3ccc4c(c3)OCO4)CC2)n1,16%,-18%,-19%,-10%,7%,2%,1,1%,0
CC(C)(C)CNC(=O)c1ccc2c(c1)S(=O)(=O)c1cc(Cl)ccc1C2=O,4%,-51%[inhibitor],?,-1%,9%,8%,21,14%,15
CCCCn1nc(C(=O)Nc2nc3c(s2)CCCC3)c2ccccc2c1=O,6%,-4%,11%,0%,20%,20%,1,-30%,12
Cc1ccc(CC(CC(=O)Nc2cccc(C(F)(F)F)c2)C(=O)O)cc1 (stereo not given),-1%,-36%[inhibitor],-10%,-5%,-3%,0%,-3,-5%,-19
O=C(NCc1ccco1)c1ccc(Oc2ccccc2)cc1,0%,-11%[57.5 µM],12%,0%,2%,20µM*,1,-19%,0
COc1ccc(NC(=O)Nc2ccc(F)cc2)c(C)c1,2%,-7%,-20%,-5%,-5%,-19%,-6,7%,-28
CSc1cnc2c(=O)[nH]c(=O)n(C)c2n1,64%[activator],16%,-26%,1%,6%,-4%,1,20%,7
CSCCC(NC(=O)c1cccc([N+](=O)[O-])c1)C(=O)OCC(=O)N1CCCC1=O (stereo not given),1%,i,0%,-5%,-2%,8%,2,12%,-26
O=C(Nc1ccccc1)C(c1ccccc1)C1CCCC1 (stereo not given),-2%,-35%[inhibitor],-29%,-2%,1%,-17%,0,?,-2
COCCCNC(=O)C1CC(=O)N(CCc2ccc(F)cc2)C1 (stereo not given),-20%,-22%,-2%,-2%,-1%,-2%,4,-10%,-5
O=C(CCc1ccc(S(=O)(=O)N2CCCCC2)cc1)c1nnc(-c2ccccc2)o1,-16%,i,-3%,-7%,-16%,8%,3,-26%,35
COc1ccc(C(=O)Nc2ccc3oc(-c4cccc5c(Br)cccc45)nc3c2)cc1,-6%,i,7%,.,.,0%,3,1%,.
Cc1ccc(Nc2nc(CSc3nnnn3-c3ccccc3)cc(=O)[nH]2)cc1,?,-9%,?,-3%,-4%,-8%,3,?,11

# Assay outcomes as filed in PubChem BioAssay.

# A portion of the library, so the mix of outcomes need not match the whole.
